PTEN del growth = PTEN-deleted cell growth suppression. HCT116 PTEN-null viability, CellTiter-Glo, 60 h; active compounds read low. viability, % at 10 µM. 140,000 tested, 1.2% active. AID 827;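 active = viability at or below a set limit, 4 SD under the median of all tested compounds, cut at about 3.7% in these data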;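 also: PTEN knockout HCT116 line with beta catenin targeted HCT116 as companion control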
E-sel TNF inh = blocks E-selectin expression induced by TNF alpha; HUVEC TNFa-induced E-selectin immunofluorescence, high content; inhibition, % at 2 µM; 120,000 tested, 0.71% active; AID 1246;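 active = inhibition above the batch mean plus 3 SD, and confirmed as a hit on visual image review, cut at about 43% in these data; inconclusive = passes the inhibition cutoff but fails visual image review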;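 also: 0% = TNF-stimulated DMSO wells and 100% = unstimulated control wells; not every result past the cut was called active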
BB579 growth dn = reduces growth of yeast BB579 in restrictive medium | S. cerevisiae BB579 growth, OD615, 48 h | AID 804 | inhibition, % at 10 µM | 140,000 tested, 0.51% active;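 active = inhibition above a set limit, 3 SD over the mean compound inhibition, cut at about 44% in these data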; also: inactives centre near -24
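controls = amphotericin B 10 µg/mL, positive | assay system = DeaD yeast strain BB579 | schedule = 48 h compound exposure at 30 °C after 4 h preincubation | detection = OD615 turbidity measurement | medium = restrictive CSMM-D medium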
Phagocytosis inh = blocks phagocytosis by macrophages; J774A.1 macrophage IgG-bead phagocytosis, imaging; inhibition, % at 5 µM; 110,000 tested, 0.07% active; AID 1029;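 active = inhibition above the mean of the plate negative controls plus 5 SD, cut at about 13% in these data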;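 also: phagocytic index as fraction of beads internalized from green versus red external bead signal; plate controls were DMSO negative control for no effect and cytochalasin-D positive control for full effect; some results beyond the cut were filed as inactive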
Measles CPE = protection of cells from measles virus; Measles virus-infected cells, CPE protection, absorbance; protection (pct of control), % at 4 µM; 140,000 tested, 1.5% active; AID 841; in the data active = protection mostly above about 24%, no sharp cut-off; inactive = mostly below about 26%; also: some compounds called inactive have numbers as strong as hits
Yeast life ext = extends the lifespan of yeast; S. cerevisiae growth with nicotinamide, OD615; deaD strain in restrictive glucose medium; AID 775; inhibition of the nicotinamide effect, % at 10 µM; 130,000 tested, 0.68% active;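 active = inhibition above a set limit, placed 3 SD over the median of all compounds, cut at about 26% in these data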;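 also: 0% = nicotinamide-treated wells and 100% = cells grown without nicotinamide; some compounds called inactive have numbers as strong as hits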
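System: Modified budding yeast, DeaD strain | Buffer or medium: Restrictive glucose medium | Also added: 1.5 mM nicotinamide | Doses: 10 µM single point, 0.25% DMSO | Schedule: 48 h compound exposure at 30 °C, humidified | Detection: Absorbance at 615 nm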
NPY-Y2 antag = blocks the human neuropeptide Y Y2 receptor; P49146; NPY-Y2 expressing cells, antagonist mode; inhibition, % at 2.7 µM; 140,000 tested, 0.99% active; AID 793; in the data active = inhibition above about 17%;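 also: 0% = vehicle with agonist challenge and 100% = reference antagonist with challenge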
Target sequence (P49146 whole entry, looked up): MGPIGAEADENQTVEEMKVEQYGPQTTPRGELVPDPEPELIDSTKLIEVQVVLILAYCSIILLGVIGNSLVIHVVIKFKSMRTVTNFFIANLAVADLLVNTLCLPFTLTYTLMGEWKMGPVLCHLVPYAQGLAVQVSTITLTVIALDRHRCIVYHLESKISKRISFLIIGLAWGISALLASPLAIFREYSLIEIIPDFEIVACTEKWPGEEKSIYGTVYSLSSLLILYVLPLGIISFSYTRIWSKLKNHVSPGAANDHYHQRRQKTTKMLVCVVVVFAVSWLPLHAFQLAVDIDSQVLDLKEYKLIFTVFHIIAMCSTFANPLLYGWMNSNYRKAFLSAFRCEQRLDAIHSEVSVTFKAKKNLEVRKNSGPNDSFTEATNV
bCat KO growth = beta-catenin-lacking colon tumor cell growth suppression; HCT116 beta-catenin knockout viability, CellTiter-Glo, 60 h; active compounds read low; viability, % at 10 µM; 140,000 tested, 1.5% active; AID 818;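 active = viability at or under a set limit, the compound median less 4 SD, cut at about 6% in these data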;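 also: 0% = Hyamine 1622 control at 20 µM and 100% = untreated cell control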
MRP-1 activ = MRP-1 activation. H69AR cells + doxorubicin, viability rescue, CellTiter-Glo. viability increase, % at 10 µM. 140,000 tested, 0.61% active;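 active = viability gain under doxorubicin at or above a set limit, the compound median plus 3 SD, cut at about 4.7% in these data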;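 also: MRP-1 overexpressing cells given doxorubicin 25 µM after compound pretreatment; 18-22 h compound pretreatment then 72 h with doxorubicin before readout; 0% = doxorubicin-only wells and 100% = vehicle-treated cells without doxorubicin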
GALR2 antag = blocks the human galanin receptor 2; O43603; GALR2-expressing cells, antagonist mode; inhibition, % at 4 µM; 140,000 tested, 0.39% active; in the data active = inhibition above about 27%;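 also: cells stimulated with galanin 1-16 at roughly its EC80; 0% = agonist challenge control and 100% = basal control without agonist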
Target sequence (O43603 whole entry, looked up): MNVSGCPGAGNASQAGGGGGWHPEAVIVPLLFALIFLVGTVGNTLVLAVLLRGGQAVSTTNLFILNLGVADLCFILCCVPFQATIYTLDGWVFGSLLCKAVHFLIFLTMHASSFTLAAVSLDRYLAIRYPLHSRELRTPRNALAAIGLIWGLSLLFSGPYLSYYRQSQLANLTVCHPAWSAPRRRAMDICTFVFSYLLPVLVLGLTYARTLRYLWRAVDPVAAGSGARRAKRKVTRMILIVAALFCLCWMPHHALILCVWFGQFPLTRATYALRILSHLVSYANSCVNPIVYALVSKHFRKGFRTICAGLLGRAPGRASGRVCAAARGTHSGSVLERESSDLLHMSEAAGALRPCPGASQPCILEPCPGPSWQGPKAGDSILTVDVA
* = called active by the depositor; ? = inconclusive; · = no result given.

SMILES	PTEN del growth	E-sel TNF inh	BB579 growth dn	Phagocytosis inh	Measles CPE	Yeast life ext	NPY-Y2 antag	bCat KO growth	MRP-1 activ	GALR2 antag
CC(=O)NCCc1cc2cc(C)c(C)cc2[nH]c1=O	97	·	-44	·	3	-15	3	96	-1.8	-3
CSc1ccccc1NC(=S)Nc1cccc(C(F)(F)F)c1	79	?	-46	·	2	-9	1	80	-1.0	13
CC(=O)N(/N=C1\Sc2ccccc2C1=O)c1ccccc1C	51	11	-51	·	7	-10	1	51	-5.8	4
COc1ccc(NC(=O)CCN2CC(C)OC(C)C2)c(OC)c1 (centres undefined)	92	7	-17	·	5	·	2	88	-2.4	12
CCc1ccc(S(=O)(=O)c2n[nH]n3c2nc(=O)c2ccccc23)cc1	90	16	-24	·	4	1	12	92	-1.7	-3
Cc1cc(=O)[nH]c(SCC(=O)Nc2ccc(Cl)cn2)n1	98	-40	-28	-1	3	-4	10	94	-2.3	-5
O=C(COC(=O)/C=C/c1ccc(Cl)cc1)Nc1ccccc1-c1ccccc1	79	·	-44	-5	3	9	22*	76	-1.2	7
CCCC(C)NC(=O)c1ccc2[nH]c3c(c2c1)CC(C)CC3 (centres undefined)	88	0	-56	0	14	-4	-1	83	-1.1	15
Cc1c(C(=O)OCC(=O)N2CC(=O)Nc3ccccc32)oc2ccc(Br)cc12	105	-17	-28	0	10	3	0	92	-0.1	-1
CCCCCc1nc2sc3c(c2c(=O)n1NC(=O)c1ccc([N+](=O)[O-])cc1)CC(C)(C)OC3	62	·	-17	-12	9	-1	3	62	-0.3	-2
Cc1cc(C(=O)COC(=O)c2ccc[nH]c2=O)c(C)n1-c1ccc(Br)cc1	92	·	91*	-9	23	-7	0	85	-3.4	1
CCOC(=O)c1ccccc1NS(=O)(=O)c1ccc(S(=O)(=O)N2CCCC2)cc1	85	-21	-32	-1	17	2	1	86	-0.1	19

Random excerpt: three records from the list, in no set order.
SMILES	PTEN del growth	E-sel TNF inh	BB579 growth dn	Phagocytosis inh	Measles CPE	Yeast life ext	NPY-Y2 antag	bCat KO growth	MRP-1 activ	GALR2 antag
CCOC(=O)c1ccccc1NS(=O)(=O)c1ccc(S(=O)(=O)N2CCCC2)cc1	85	-21	-32	-1	17	2	1	86	-0.1	19
CCc1ccc(S(=O)(=O)c2n[nH]n3c2nc(=O)c2ccccc23)cc1	90	16	-24	·	4	1	12	92	-1.7	-3
O=C(COC(=O)/C=C/c1ccc(Cl)cc1)Nc1ccccc1-c1ccccc1	79	·	-44	-5	3	9	22*	76	-1.2	7

New compounds follow.
SMILES	PTEN del growth	E-sel TNF inh	BB579 growth dn	Phagocytosis inh	Measles CPE	Yeast life ext	NPY-Y2 antag	bCat KO growth	MRP-1 activ	GALR2 antag
N#Cc1nc(-c2ccco2)oc1N1CCCC1	97	·	2	-2	10	-25	7	103	-2.7	-2
Cc1cc(NCc2ccccc2)nc2ccccc12	55	3	-36	·	6	·	5	57	-5.9	3
O=C1CN(C(=O)c2ccccc2F)c2ccccc2N1	94	12	-33	1	9	-3	-1	90	0.1	2
COC(=O)c1c(NC(=O)CSc2nnc(-c3cccnc3)n2Cc2ccco2)sc(C)c1C	76	-14	-76	1	4	-10	2	71	-1.6	6
c1ccc2c(c1)ncn2CCCOc1ccc2c(c1)CCC2	50	9	-90	3	15	-13	1	13	0.2	-6
CCOc1ccc(S(=O)(=O)N(C)c2ccc(OCC(=O)NCc3ccco3)cc2)cc1	94	9	-6	-1	9	-10	1	85	-0.5	-11
O=C(Cn1cnc2ccccc2c1=O)Nc1ccc2c(c1)CCC2	87	·	-29	-1	7	-10	2	100	0.2	-3
COC(=O)c1ccc(Oc2nc(Nc3ccc(C)c(C)c3)nc(N(C)C)n2)cc1	64	-37	26	0	3	-7	2	68	-0.6	-1
COc1ccccc1OC(=O)c1ccc(S(=O)(=O)N(C)C)cc1	107	5	-52	1	44*	-3	-3	95	-0.9	0
O=C(c1cc2c(s1)-c1ccccc1OC2)N1CCN(c2ccccn2)CC1	106	-2	-25	0	17	-8	17	95	-1.1	3
COc1ccc(-n2cc(C(=O)O)c3ccccc3c2=O)cc1	96	8	-23	-2	14	0	0	89	-1.3	0
Cc1cc2cc(CN(Cc3ccc4c(c3)OCO4)C(=O)c3cnccn3)c3nnnn3c2cc1C	85	·	-17	-1	21	-8	-2	97	-2.7	7
c1ccc(Nc2nc(-c3ccccn3)cs2)cc1	69	-27	29	-1	15	-9	2	73	-0.1	24
CCCn1[nH]cc(SC)c(=O)c1=O	93	3	2	0	4	42*	6	91	-3.3	-3
O=C(Nc1ccc2nc(-c3cccnc3)[nH]c2c1)C12CC3CC(CC(C3)C1)C2	35	11	-23	·	17	·	0	34	-7.2	43*
Cc1csc(NC(=O)/C=C/c2ccco2)n1	66	-23	-27	-6	11	-6	2	60	-2.5	-4
O=C(CCS(=O)(=O)c1cccc2nonc12)NCCc1ccccc1	105	-27	-14	-2	19	-1	2	98	-0.3	4
O=C(Nc1sc2c(c1C(=O)NC1CCCCC1)CCC2)c1ccco1	52	20	-33	2	5	-19	3	44	-1.8	4
O=c1cc(CN2CCOCC2)nc(C2CC2)[nH]1	92	6	11	-1	5	-12	2	107	-1.9	-4
Cc1csc(NC(=O)c2nc(-c3ccccc3)n(-c3ccccc3)n2)n1	50	-14	-24	0	17	-11	4	50	-2.0	9
CCC(C)(C)n1nnnc1C(c1cc(OC)ccc1OC)N1CCC(C(N)=O)CC1 (centres undefined)	100	4	-8	·	15	·	1	94	-0.9	4
O=C(Nc1ccc(Cl)cc1)Nc1ccccc1NS(=O)(=O)c1cccs1	88	·	-37	·	9	-2	6	87	-0.9	3
COc1ccc(CCNC(=O)CN(c2ccccc2OC)S(C)(=O)=O)cc1OC	105	-27	-24	0	14	-7	0	105	-0.1	1
O/N=C(\Cc1cscn1)c1ccc(O)cc1O	102	-17	-11	-1	2	-1	2	97	-0.9	9
Cc1csc(NC(=O)C2CCCCC2C(=O)O)n1 (centres undefined)	102	6	-4	1	4	-9	2	93	-0.7	6
NC(=O)c1cn(-c2ccccc2)nc1-c1cccnc1	97	-9	16	0	5	-7	2	104	-0.8	-9
CCOc1ccc(NC(=O)Cn2cncc2-c2ccc([N+](=O)[O-])cc2)cc1	83	-5	-2	-9	21	-5	2	89	-1.3	-10
Nc1nc2ccc(-c3nc4ccccc4o3)cc2s1	77	17	-17	·	4	·	-2	70	-4.6	-11
CCCSc1nnc2c(n1)OC(c1cccn1C)N(C(C)=O)c1ccccc1-2 (centres undefined)	92	·	-30	-1	18	-3	0	102	-3.2	-8
OCCN(CCO)Cc1ccc(Br)cc1	96	-13	-19	·	4	-2	3	94	-1.5	2
Cc1cc(C)n2c(=S)[nH]nc2n1	96	11	-5	0	·	-7	4	98	-0.7	0
CCOc1cc(NS(=O)(=O)CC)c(OCC)cc1NC(=O)c1ccco1	85	·	-14	1	8	-2	2	98	-3.0	-12
O=C(NC1(C(F)(F)F)C(=O)Nc2c1c(=O)[nH]c(=O)n2-c1ccc(F)cc1)c1cccnc1 (centres undefined)	90	3	-12	·	1	-23	2	97	-1.1	19
CCN(CC(=O)NCc1ccc(F)cc1)C(=O)COc1ccc2ccccc2c1	80	·	-13	·	6	-4	5	82	-2.7	5
O=C(Nc1ccc(Cl)cc1C(=O)Nc1ccncc1)c1ccco1	79	-4	-37	·	21	-5	-2	68	-2.3	-19
OC(COc1ccc2ccccc2c1)Cn1ccnc1 (centres undefined)	96	-19	-15	-2	4	-2	2	103	-1.5	-3
COCCn1ccc(O)c(Cc2ccc(Cl)cc2)c1=O	105	-23	-50	-1	13	-2	2	107	0.8	-1
CC(=O)OC1C(OC(C)=O)N(C(C)=O)C(=O)N1C(C)=O (centres undefined)	102	0	-29	0	4	-5	-2	97	-0.5	2
COc1cc(-c2n[nH]c(=O)o2)cc(OC)c1OC	103	11	-10	·	26	-7	0	103	-0.9	-12
CC(=O)COc1ccc2c3c(c(=O)oc2c1C)CCCCC3	94	1	-47	-1	26	-21	6	112	-2.6	-25
CCCCC(NC(C)=O)c1nc2ccccc2n1CCCC (centres undefined)	96	-13	-51	0	4	10	4	94	-1.1	5
CCCOc1ccc(C(=O)O/N=C(\CC)c2ccc(C)cc2)cc1	90	·	-49	-10	27	-3	10	89	1.5	-9
CCOC(=O)c1oc2cc(O)ccc2c(=O)c1-c1ccccc1OC	100	8	-25	·	5	-11	5	94	-1.9	0
C=CCc1cccc(/C=N/n2cnnc2)c1O	93	52	-19	0	12	-26	2	97	-3.0	3
CC1CCN(C(NC(=O)c2ccco2)C(=O)c2ccccc2)CC1 (centres undefined)	93	29	-31	·	3	0	0	92	-1.9	8
CCN1CCCC1CNC(=O)CSc1cc(=O)n(CC)c2ccccc12 (centres undefined)	88	-5	-15	-1	2	-1	-3	81	-0.8	-12
Cn1nc(-c2ccc(Cl)cc2)c2cc(C(=O)N3CCN(c4ccccn4)CC3)sc21	53	13	-19	·	2	-14	1	54	-2.2	-7
COc1ccc(CCNC(=O)COC(=O)c2ccc(Br)o2)cc1OC	104	0	-21	0	4	-10	6	102	1.4	8
COc1cccc(C2c3c(-c4cc(Cl)c(C)cc4O)n[nH]c3C(=O)N2Cc2cccnc2)c1 (centres undefined)	55	23	-29	1	10	-1	2	75	-3.2	-7
O=C1CC(N(O)C2CC(=O)N(Cc3ccccc3)C2=O)C(=O)N1Cc1ccccc1 (centres undefined)	96	·	-47	·	5	-11	0	98	-0.3	-2
O=C(O)CNC(=S)N(Cc1cccs1)C1CCCCC1	96	17	-28	-11	36	4	-1	97	-0.6	5
CC1(C)c2ccccc2N2CC(=O)NC21/C=C/c1ccco1 (centres undefined)	84	-4	-25	3	2	-14	-3	94	-1.7	-1
Oc1cnn(-c2ccccc2)c1	98	1	-2	0	3	-3	2	87	-1.4	2
CCOc1ccc2nc(COC(=O)c3ccco3)c(C(C)=O)[n+]([O-])c2c1	91	13	-11	0	4	-17	2	98	-2.6	-11
Cc1nnc(NC(=O)c2ccc(C)c(S(=O)(=O)N3CCOCC3)c2)s1	108	-9	-9	1	15	0	-3	100	-0.8	-6
COc1ccc(C(=O)Nc2cc(C(F)(F)F)ccc2-n2cncn2)cc1	107	-14	-76	-1	14	-16	-3	102	-0.3	1
CCOc1ccccc1OCCn1ncc2ccc(OC)c(OC)c2c1=O	95	1	-1	2	4	-5	2	91	-2.8	11
O=C1CCCN1CC(O)CS(=O)(=O)c1ccc(Cl)cc1 (centres undefined)	101	21	-29	-1	7	-11	2	103	-2.4	-7
Cc1cccc(NS(=O)(=O)c2ccc3nc(-c4ccccc4)[nH]c3c2)c1C	95	·	-54	-3	2	8	2	92	-2.5	-2
O=C(CSc1nnc(-c2ccccc2Br)o1)N1CCN(C(=O)c2ccco2)CC1	91	·	-1	1	7	-9	1	89	-2.9	-4
CC(=O)CN1Cc2ccccc2/C1=N\C(=O)Nc1ccccc1	88	12	-24	·	6	-19	1	98	-2.4	10

Not a hit list, and some 6.1% of all compounds hit somewhere here.
